Source: PubChem BioAssay (National Center for Advancing Translational Sciences (NCATS))
JMJD2E inh – blocks human JMJD2E demethylase activity; JMJD2E catalytic domain, FDH-coupled NADH fluorescence (FDH is formaldehyde dehydrogenase); hit rate 1.6% among 230,000; B2RXH2; Potency, µM (doses to about 57.1 µM), for inactives: at the top dose activity change, negative = inhibition, hits mostly inhibitors; active = well fitted inhibition curve with a large enough effect, not every such curve was filed as active; inconclusive = small, poorly fitted or top-dose-only effect, or another doubt; inactive = no such curve, though single readings can be large or run the other way;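 note: 0% = wells with enzyme and -100% = buffer wells without enzyme; nearly all actives have a fitted effect of over 50% in size; many of its hits are not listed in these tables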
RGS12 GoLoco inh – blocks human Gai1 binding to RGS12 GoLoco peptide, red readout; P63096; Gai1:RGS12 GoLoco peptide FP, rhodamine, 10 min; hit rate 0.44% among 230,000; Potency, µM (doses to about 61.6 µM), inactives show top-dose activity, negative = inhibition, most hits filed as inhibitors; AID 880; active = well fitted inhibition curve with a large enough effect, not every such curve was filed as active; inactive = no such curve, though single readings can be large or run the other way; note: nearly all actives have a fitted effect of over 30% in size; many of its hits are not listed in these tables
Tau fibril ThT – blocks human tau fibril formation measured by thioflavin T; P10636; recombinant tau K18 P301L (four-repeat tau fragment), heparin-induced fibrillization, ThT fluorescence; Potency, µM (top dose mostly 57.4 µM), without a hit: at the top dose activity, negative = inhibition, hits mostly inhibitors; hit rate 2.1% among 270,000; AID 1460; note: nearly all actives have a fitted effect of over 55% in size
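Heparin-induced fibrillization of the P301L-mutant K18 repeat-domain fragment of human tau was followed by ThT binding in quantitative high-throughput format.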
TRb SRC2 PPI – TRbeta-SRC2 interaction inhibition | P10828 | TRbeta-SRC2 peptide binding, fluorescence polarization; receptor liganded with 1 µM T3 | Potency, µM (series often up to 106 µM), inactives show at the highest dose activity change, negative = inhibition, actives largely listed as inhibitors | hit rate 0.065% among 280,000 | AID 1469;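 note: plate controls were bound peptide for no effect and peptide without receptor for full effect; nearly all actives have a fitted effect of over 50% in size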
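Each compound concentration gave % activity, normalized to unbound and bound Texas Red SRC2 controls, from polarization read after 5 hr ambient incubation with T3-loaded human TRb LBD.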
L3MBTL1 block – inhibitors of human L3MBTL1; hit rate 0.66% among 230,000; AID 485360; Q9Y468; AlphaScreen L3MBTL1–H3K9me1 peptide binding; Potency, µM (series often up to 57.1 µM), inactives show at the highest dose activity, negative = inhibition, actives largely listed as inhibitors; note: nearly all actives have a fitted effect of over 60% in size
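AlphaScreen proximity signal between nickel-chelate acceptor and streptavidin donor beads (final 10 ug/mL) reports binding of 50 nM L3MBTL1 to 75 nM biotin-H3 K9me1 peptide; complex incubated with compounds 30 min at room temperature; cefsulodin titration as control.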
TR SRC2 fluor cs – counter-screen for TRb-SRC2 inhibitors: fluorescence interference; TRb/SRC2 Texas Red total fluorescence interference; Potency, µM (doses to about 106 µM), for the others: top-dose fluorescence change, negative = quenching; hit rate 0.29% among 280,000; AID 1479; active = well fitted curve in either direction with a large enough effect; inconclusive = small, poorly fitted or top-dose-only effect
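Human TRβ ligand-binding domain (0.6 uM) and Texas Red SRC2 peptide (20 nM) in Tris buffer with 1 uM T3 and 5% DMSO were incubated with pinned compound for 5 hr at ambient temperature. Total fluorescence was computed as S + 2P (555/632 nm).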
RECQ1 helicase – blocks DNA unwinding by human RECQ1. RECQ1 DNA unwinding, red fluorescence kinetic read. P46063. Potency, µM (doses to about 57.3 µM), without a hit: at the top dose activity, negative = inhibition, usual class: inhibitors. hit rate 0.54% among 240,000;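 note: plate controls were vehicle for no effect and no enzyme for full effect; nearly all actives have a fitted effect of over 30% in size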
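RECQ1T1 50 nM; forked duplex (20 bp + 30-nt ss tails) 200 nM, ATP 2 mM final; pH 8.0, 2 mM MgCl2, 2.5 ug/ml poly(dI-dC); 15 min compound preincubation; discontinuous kinetic read over 2 h at RT.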
Tau fibril FP – inhibitors of human tau fibril formation; P10636; K18 P301L tau heparin fibrillization, Alexa594 FP, 6 h; Potency, µM (top dose mostly 57.7 µM), for inactives: at the top dose activity, negative = inhibition, most hits filed as inhibitors; hit rate 0.39% among 280,000; note: nearly all actives have a fitted effect of over 55% in size
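FP of Alexa 594-tau after heparin (20 uM) induction. Substrate: human K18 P301L, 15 uM unlabeled, 0.24 uM labeled. Buffer 100 mM sodium acetate pH 7. 6 hr, 37 C.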
Numbers without * were called inactive; i = inactive; ? = inconclusive; · = not tested or not shown; & = joins results of further samples; [ ] = another dose, or the depositor's remark. Unless noted, calls come from the whole dose curve; as a rule, active = well fitted curve in the direction sought with a large enough effect; inconclusive = small, poorly fitted or top-dose-only effect, or another doubt; inactive = no such curve, though single readings can be large; an effect the other way counts as inactive or inconclusive. Unless noted, % is set by controls: 0 for no effect and ±100 for the full control effect; potency is the fitted concentration of half-maximal effect.

| Structure | JMJD2E inh | RGS12 GoLoco inh | Tau fibril ThT | TRb SRC2 PPI | L3MBTL1 block | TR SRC2 fluor cs | RECQ1 helicase | Tau fibril FP |
| --- | --- | --- | --- | --- | --- | --- | --- | --- |
| COc1cccc(-c2nc3n(n2)C(c2cccs2)C(C(=O)Nc2cccnc2)=C(C)N3)c1 (stereo not given) | -9.6% | 2.4% | 15.6% | -19.2% | -7.1% | -1.2% | i | 2.6% |
| O=C(O)c1ccccc1SCC(=O)N1CCc2ccccc21 | 3.0% | -5.0% | -13.6% | -4.7% | 13.7% | -2.9% | 6.5% | -6.7% |
| Cn1cccc2[nH]c(=O)nc1-2 | ? | 0.3% | 2.0% | -2.5% | 3.2% | -1.0% | -10.2% | -3.7% |
| O=C(Cn1c(SCc2ccc(F)cc2)nc2cccnc21)Nc1ccccc1F | · | · | -1.0% | 8.1% | · | -2.6% | · | -6.8% |
| CCOC(=O)Cn1nnnc1C(CC)N(Cc1ccccc1)Cc1cc2cc(C)ccc2[nH]c1=O (stereo not given) | -9.2% | -4.1% | -17.1% | -6.2% | · | -0.4% | -7.3% | -10.9% |
| Nc1nnc(CC(=O)N/N=C/c2ccc(-c3ccccc3Cl)o2)s1 | -28.2% | 12.9% | ? | -1.1% | -12.5% | -2.9% | -6.8% | 2.0% |
| CCOC(=O)N1CCN(C(=O)CN2C(=O)CC(C)(C)S(=O)(=O)c3ccccc32)CC1 | 10.2% | 8.8% | -5.8% | -11.9% | · | -1.0% | -8.6% | 9.7% |
| COc1ccc2occ(C(=O)c3ccccc3)c2c1 | 1.1% | -3.6% | -4.0% | 0.7% | 46.1%[activator] | -6.1% | i | -1.8% |
| O=C(c1ccccc1Sc1ccc([N+](=O)[O-])cc1Cl)N1CCOCC1 | -6.8% | -1.5% | 1.6% | -2.1% | -9.4% | -0.2% | i | 2.4% |
| Cc1cccc(OCc2ccc(-c3nc(C#N)c(N4CCC(C(N)=O)CC4)o3)o2)c1 | · | · | -17.2% | 2.2% | · | -18.7% | · | 9.0% |
| CC(=O)NCCNC(=O)c1oc2ccccc2c1CSc1ncn[nH]1 | ? | -1.6% | -0.8% | -4.3% | · | -2.4% | 7.1% | -4.0% |
| Cc1cc2ncn(C(=O)c3c(-c4ccccc4)noc3C)c2cc1C | -3.2% | -1.9% | ? | -3.2% | -2.0% | -1.4% | 1.3% | -0.5% |
| O=C(COC(=O)c1ccc([N+](=O)[O-])s1)Nc1ccccc1 | -4.2% | 9.3% | -14.3% | 1.0% | ? | 0.9% | i | 1.6% |
| O=C(On1c(-c2ccccc2)nc2ccccc2c1=O)c1ccco1 | 20µM* | 14.8% | -2.5% | -9.3% | · | -2.0% | 7.5% | 5.2% |
| CC(C)n1c(SCC(=O)N2CCN(C(=O)c3ccco3)CC2)nc2c1c(=O)n(C)c(=O)n2C | -0.6% | -5.2% | 5.8% | 3.8% | · | 0.7% | 0.5% | -0.5% |
| Cc1ccc(C2CN=NC23CCc2ccccc2C3=O)cc1 (stereo not given) | -7.8% | 10.1% | ? | -0.9% | · | -6.0% | i | -3.7% |
| COc1cc(CC(=O)NCCc2ccc(OCc3ccccc3)cc2)c([N+](=O)[O-])cc1OC | 4.8% | 16.8% | -5.3% | -5.3% | · | -2.2% | i | 0.9% |
| c1ccc(-c2csc3ncnc(N4CCc5ccccc5C4)c23)cc1 | -6.6% | 60.3%[activator] | 6.8% | 6.0% | -0.1% | -1.5% | 0.3% | -6.1% |
| Cc1cccc(NC(=O)CC2Nc3cccc4cccc(c34)NC2=O)c1 (stereo not given) | ? | 1.6% | ? | 4.2%[11.2 µM] | -3.5% | -1.7%[11.2 µM] | -10.8% | 0.7%&1.2% |
| CC(=O)Nc1cc(C(=O)OCC(=O)c2ccc(C)cc2)ccc1C | 11.2% | 7.5% | 3.9% | -2.7% | 2.8% | -0.9% | -1.6% | -4.7% |
| CCOC(=O)c1ccc(NC(=O)C2CCN(S(=O)(=O)CC)CC2)cc1 | 3.6% | 4.7% | -11.2% | -10.3% | 7.5% | -1.6% | 0.2% | -11.4% |
| CCC1CCC2(CC1)SCC(=O)N2c1ccccc1 (stereo not given) | -6.8% | -3.7% | -11.4% | 2.7% | -12.6% | -1.5% | 7.1% | 13.7% |
| Cc1ccc(C(=O)C[n+]2ccc(-c3nnc4n3CCC4)cc2)cc1 | ? | 2.7% | ? | 4.6% | -3.8% | -19.5% | -6.7% | -1.4% |
| OC(COCc1ccccc1)CN1CCCC1 (stereo not given) | -4.5% | 5.6% | -4.5% | 1.0% | 0.8% | -2.2% | -15.4% | -3.4% |
| CC1CCC(NC(=O)CN(C)S(=O)(=O)c2cccc3cccnc23)CC1 (stereo not given) | -3.5% | 4.6% | · | -5.5% | · | -2.1% | -4.3% | 10.0% |
| COC(=O)[C@@H](NC(=O)NCc1ccccc1F)C(C)C | 3.8% | 6.6% | -6.0% | -12.3% | · | 0.4% | -6.6% | -1.2% |
| CCc1ccc(NC(=O)C2CCN(C(=O)N3CC(CC)Oc4ccccc43)CC2)cc1 (stereo not given) | · | · | ? | 0.1% | · | -3.2% | · | ? |
| CCN(CC)S(=O)(=O)c1ccc(OC)c(NC(=O)c2sc3ccccc3c2Cl)c1 | · | · | 3.2% | -1.8% | · | -1.0% | · | -7.9% |
| CCC(=O)NC(c1ccc(OC)c(OC)c1)c1cc(Cl)c2cccnc2c1O (stereo not given) | 6.4% | 9.3% | 6.9% | -5.7% | 16.3% | -2.6% | 5.0% | 0.0% |
| CCC(C)c1ccc(OCc2ccc(C(=O)OC)o2)cc1 (stereo not given) | -14.1% | 9.0% | -18.8% | 1.0% | 91.6%[activator] | -6.1% | -9.6% | -10.1% |
| CC(=O)Nc1ccc(S(=O)(=O)Nc2cccc(NC(=O)C(C)(C)C)c2)cc1 | ? | -9.8% | -11.5% | -1.9% | 2.0% | -6.6% | 6.7% | 7.3% |
| COc1cc(N)n(S(=O)(=O)c2ccc(C)cc2)n1 | -0.3% | -1.3% | -4.6% | -13.8% | 16.4% | -1.0% | -12.3% | -6.2% |
| O=C(O)COc1ccc(NC(=O)c2ccc(NC(=O)c3ccco3)cc2)cc1 | -11.2% | 2.8% | -17.6% | 6.2% | 6.5% | 0.7% | i | 7.1% |
| Cc1cccc(NC(=O)COc2ccc(-c3nn(C)c(=O)c4ccccc34)cc2)c1 | · | · | -10.2% | -1.1% | · | ? | · | 7.4% |
| COc1ccc(F)cc1S(=O)(=O)Nc1ccc(C)cc1 | -5.0% | 15.9% | -5.8% | 8.1% | 12.6% | -0.1% | -6.0% | -0.3% |
| Oc1cccnc1CCc1ccccc1 | ? | 9.5% | -11.5% | 3.4% | 19.7% | 3.5% | -6.9% | -3.6% |
| COc1ccc(NC(=O)COC(C)=O)cc1OC | 2.6% | 1.6% | -6.5% | 4.3% | · | 1.0% | i | -5.2% |
| Cc1cc(NC(=O)c2ccc(C#N)cc2)n(-c2ccccn2)n1 | -4.8% | -2.5% | -5.5% | -0.8% | 15.0% | 3.4% | i | 2.8% |
| CCOC(=O)Nc1cccc(NC(=O)c2cc(OC)cc(OC)c2)c1 | -2.4% | -0.6% | -16.1% | -14.7% | -1.6% | 0.5% | 1.6% | -0.4% |
| CC[C@H](CO)NCCN[C@H](CC)CO | -6.6% | 8.3% | -7.3% | -4.0% | 7.2% | -2.7% | -10.8% | 7.6% |

Already shown: entries from further up.
| Structure | JMJD2E inh | RGS12 GoLoco inh | Tau fibril ThT | TRb SRC2 PPI | L3MBTL1 block | TR SRC2 fluor cs | RECQ1 helicase | Tau fibril FP |
| --- | --- | --- | --- | --- | --- | --- | --- | --- |
| Cc1cccc(NC(=O)COc2ccc(-c3nn(C)c(=O)c4ccccc34)cc2)c1 | · | · | -10.2% | -1.1% | · | ? | · | 7.4% |
| COc1ccc(F)cc1S(=O)(=O)Nc1ccc(C)cc1 | -5.0% | 15.9% | -5.8% | 8.1% | 12.6% | -0.1% | -6.0% | -0.3% |
| Oc1cccnc1CCc1ccccc1 | ? | 9.5% | -11.5% | 3.4% | 19.7% | 3.5% | -6.9% | -3.6% |

(list continues)
| Structure | JMJD2E inh | RGS12 GoLoco inh | Tau fibril ThT | TRb SRC2 PPI | L3MBTL1 block | TR SRC2 fluor cs | RECQ1 helicase | Tau fibril FP |
| --- | --- | --- | --- | --- | --- | --- | --- | --- |
| CSCCC(NC(=O)c1ccc(Cl)cc1)C(=O)OCC(=O)Nc1ccc(C#N)cc1 (stereo not given) | -2.1% | 36.6%[activator] | -6.0% | -0.8% | -13.8% | 3.2% | 1.1% | ? |
| Cc1cc(C)c(S(=O)(=O)NCCc2cc3ccc(C)c(C)c3[nH]c2=O)c(C)c1 | · | · | -10.6% | -8.5% | · | 0.5% | · | -10.0% |
| COc1ccc(-n2nnnc2SCC(=O)Nc2nnc(C)s2)cc1OC | 4.0% | 0.6% | -1.3% | -6.0% | 6.5% | -0.5% | -2.5% | -2.0% |
| CCOc1ccccc1Oc1c(C)oc2cc(OC(=O)N3CCOCC3)ccc2c1=O | -7.5% | 3.4% | -7.0% | 1.9% | 0.5% | -4.8% | -1.7% | -4.0% |
| O=C(c1ccc(N2CCC3(CC2)OCCO3)c([N+](=O)[O-])c1)N1CCOCC1 | -2.6% | 10.0% | -13.1% | 0.8% | · | -3.2% | 6.1% | -0.3% |
| O=C(COc1ccccc1)Nc1nonc1NC(=O)COc1ccccc1 | 10.9% | 5.6% | -5.0% | -2.5% | · | -5.6% | -20.8% | -4.9% |
| CC1(C)CC(=O)c2cnc(N3CCc4ccccc4C3)nc2C1 | 2.8% | -9.0% | -1.2% | -3.9% | 4.6% | -0.4% | -4.3% | -7.2% |
| Cc1cn2c(nc1=O)OC1CC2OC1CO (stereo not given) | -2.7% | 6.3% | · | 4.2% | · | -0.5% | -12.1% | 2.0% |
| Oc1ccc2ccccc2c1C=NCc1cn2ccsc2n1 | ? | 10.5% | ? | ? | -12.2% | -24.4% | -20.9% | -17.4% |
| O=C(Nc1cccn(Cc2c(F)cccc2Cl)c1=O)NC1CCCCC1 | ? | 11.0% | -14.6% | 1.4% | -5.0% | 5.5% | i | 1.4% |

Not all compounds are listed; rates above refer to the full screens.
